RBX1-CUL1 inh: inhibitors of human ROC1-CUL1 ubiquitin ligase activity; inhibition, % at 10 µM; E3 ubiquitin-protein ligase RBX1 (Homo sapiens) + Cullin-1 (Homo sapiens), P62877+Q13616; AID 1347404, 2020; 140,000 compounds, 0.6% hits; in vitro K48 di-Ub FRET, acceptor:donor ratio, 45 min; in the data active means inhibition above about 25%
Target sequence (P62877 whole entry, looked up): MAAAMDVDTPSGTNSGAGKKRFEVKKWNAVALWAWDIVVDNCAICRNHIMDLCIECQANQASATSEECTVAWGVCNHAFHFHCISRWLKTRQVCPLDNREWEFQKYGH
Target sequence (Q13616 whole entry, looked up): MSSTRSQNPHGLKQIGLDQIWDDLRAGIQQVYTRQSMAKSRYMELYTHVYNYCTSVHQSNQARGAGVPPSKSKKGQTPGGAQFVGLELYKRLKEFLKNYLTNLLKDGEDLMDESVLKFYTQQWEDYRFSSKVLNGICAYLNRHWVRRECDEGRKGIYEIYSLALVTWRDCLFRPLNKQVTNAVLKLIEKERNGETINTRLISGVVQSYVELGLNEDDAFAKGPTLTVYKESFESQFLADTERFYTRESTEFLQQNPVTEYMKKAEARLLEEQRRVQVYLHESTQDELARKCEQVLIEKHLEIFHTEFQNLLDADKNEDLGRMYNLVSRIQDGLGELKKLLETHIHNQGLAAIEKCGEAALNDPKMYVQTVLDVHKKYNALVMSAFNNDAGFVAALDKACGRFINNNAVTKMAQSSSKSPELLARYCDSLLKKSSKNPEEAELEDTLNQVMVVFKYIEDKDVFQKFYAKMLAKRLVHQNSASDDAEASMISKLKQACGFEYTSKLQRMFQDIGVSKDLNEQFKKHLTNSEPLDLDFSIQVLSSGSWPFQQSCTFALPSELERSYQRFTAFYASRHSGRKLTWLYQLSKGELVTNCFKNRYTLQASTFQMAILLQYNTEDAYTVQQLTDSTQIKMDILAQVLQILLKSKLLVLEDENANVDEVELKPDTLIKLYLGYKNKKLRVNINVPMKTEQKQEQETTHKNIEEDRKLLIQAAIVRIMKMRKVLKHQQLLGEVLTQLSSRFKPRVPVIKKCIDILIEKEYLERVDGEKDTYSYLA
An asterisk follows results filed as active; & = joins results of further samples. Only part of the results is shown. The share of hits here may be higher or lower than overall.

SMILES	RBX1-CUL1 inh
CCOc1ccccc1NC(=O)N1CCN(S(=O)(=O)c2ccc3c(ccn3C)c2)CC1	-0.2
CCc1ccc(NC(=O)C2C3C=CC(C4CC34)C2C(=O)O)cc1 (stereo not given)	-6.8
Cc1cc(C)cc(-n2c(SCC(=O)Nc3nnc(C)s3)nc3c([nH]c4ccccc43)c2=O)c1	4.1
CN(Cc1ccc2ccccc2n1)C(=O)c1ccc(N2CCC(C(N)=O)CC2)nc1	14.3
COCC(C)NC(=O)c1ccc(CN2CCCCC2)cc1 (stereo not given)	-3.0
O=C1/C(=C\c2ccc(Cl)cc2Cl)S(=O)(=O)c2ccccc21	8.5
O=C(NCc1nc(NCCCc2ccccc2)c2ccccc2n1)c1ccoc1	8.4
CCCSc1ncc(Cl)c(C(=O)Nc2c(C(=O)Nc3ccccc3)oc3ccccc23)n1	-6.5
CC(C)(C)c1ccc(C(=O)Sc2ccccn2)cc1	-10.5
CN1CCN(CCC(=O)Nc2ccc(Cl)cc2)CC1	3.4
Cc1nn(-c2nc(-c3ccccc3)cc(C(F)(F)F)n2)c(C)c1Cl	6.0
C=CCCC(=O)N1CCC(n2nccc2NC(=O)Nc2ccccc2Cl)CC1	-8.8
COc1ccc2c(c1)C1=NNC(O)(C(F)(F)F)C1CC2 (stereo not given)	2.9
COc1c(F)c(C#N)c(F)c(F)c1C#N	-3.5
Cc1oc2ccc(O)c(CN3CCOCC3)c2c1C(=O)c1ccc(Cl)cc1	0.2
O=C(COC(=O)c1ccc(NC(=O)c2ccc([N+](=O)[O-])cc2)cc1)c1ccccc1	-3.4
COc1ccc(NC(=O)C2Cc3ccccc3N2C(=O)c2ccccc2)cc1OC (stereo not given)	-0.9
CC1(C)CC(Br)CCC1(C)C(=O)O (stereo not given)	8.1
O=C(Nc1cccc(-c2ccco2)c1)C1CCN(C(=O)Cc2cccnc2)CC1	-5.5
Cc1cc(NS(=O)(=O)c2ccccc2C)no1	4.8

Part of the list above in another layout:
COc1ccc(NC(=O)C2Cc3ccccc3N2C(=O)c2ccccc2)cc1OC (stereo not given)
  RBX1-CUL1 inh: -0.9
CC1(C)CC(Br)CCC1(C)C(=O)O (stereo not given)
  RBX1-CUL1 inh: 8.1
O=C(Nc1cccc(-c2ccco2)c1)C1CCN(C(=O)Cc2cccnc2)CC1
  RBX1-CUL1 inh: -5.5
Cc1cc(NS(=O)(=O)c2ccccc2C)no1
  RBX1-CUL1 inh: 4.8

(cont.)
SMILES	RBX1-CUL1 inh
CCOc1cc(C2C3=C(CC(C)(C)CC3=O)N=C3CC(C)(C)CC(=O)C32)ccc1OCC(=O)O (stereo not given)	-6.4
O=C1c2oc3ccccc3c(=O)c2C(c2ccccc2F)N1Cc1ccc2c(c1)OCO2 (stereo not given)	1.9
CN1C(=O)C(C)(C(=O)Nc2ccccc2Cl)c2ccccc21 (stereo not given)	-3.3
O=C(NO)c1cccc(C(F)(F)F)c1	9.0
CCOc1ccccc1NC(=O)COc1ccc(C(=O)Nc2cccc(Cl)c2C)cc1	-8.3
Cc1ccsc1CNn1cnnc1SCc1ccccc1F	-0.4
COc1cccc(-c2n[nH]c(=S)n2-c2ccccc2)c1	-4.0
CC1CCN(C(=O)CN2CCSc3ccccc32)CC1	-7.1
CC1CCCCC1NC(=O)Cn1cnc2ccccc21 (stereo not given)	2.1
CC(=O)c1ccc(S(=O)(=O)Nc2cccc(-c3ccc(N4CCCCCC4)nn3)c2)cc1	-0.6
Cc1ccc2oc(=O)c3cnn(CC(=O)Nc4ccc(Br)cc4C)c3c2c1	-10.3
CCCCOC(=O)c1ccc(Nc2nc3ccc(C)cc3n3cnnc23)cc1	-7.9
Cc1ccc(C)c(S(=O)(=O)NC(C)C(=O)Nc2ccc(Cl)c(Cl)c2)c1 (stereo not given)	12.3
CCn1cc(C(=O)NCCN(C)C)c(=O)c2cc(F)c(N3CCN(C(=O)c4ccco4)CC3)cc21	-4.5
Cn1ccnc1CN1CCc2[nH]nc(C(c3ccccc3)c3ccccc3)c2C1	6.5
COc1cc(C(=O)OC(c2ccc3c(c2)OCO3)c2nccc3ccccc23)cc(OC)c1OC (stereo not given)	0.8
Cc1cccc(N2CC(C(=O)N3CCN(C)CC3)CC2=O)c1 (stereo not given)	-1.7
Cc1ccccc1NC(=O)CC1Nc2ccccc2NC1=O (stereo not given)	-5.3
O=C1C(CCc2nn[nH]n2)(CCc2nn[nH]n2)CCC1(CCc1nn[nH]n1)CCc1nn[nH]n1	-1.6
O=C(O)C1(C(=O)O)CCC1c1ccccc1 (stereo not given)	-1.7

An excerpt of these results, with values ahead of the structure:
RBX1-CUL1 inh | SMILES
-4.5 | CCn1cc(C(=O)NCCN(C)C)c(=O)c2cc(F)c(N3CCN(C(=O)c4ccco4)CC3)cc21
6.5 | Cn1ccnc1CN1CCc2[nH]nc(C(c3ccccc3)c3ccccc3)c2C1
0.8 | COc1cc(C(=O)OC(c2ccc3c(c2)OCO3)c2nccc3ccccc23)cc(OC)c1OC (stereo not given)
-1.7 | Cc1cccc(N2CC(C(=O)N3CCN(C)CC3)CC2=O)c1 (stereo not given)

Next part
SMILES	RBX1-CUL1 inh
CSCCC(=O)NCc1cccnc1N1CCCC(O)C1 (stereo not given)	9.0
Cc1ccc(NC(=O)CN2C(=O)N=C(Cc3ccc(C(C)C)cc3)C2=O)cc1	-6.2
CC(=O)Nc1cc(-c2ccccc2)nn1Cc1cccc(Cl)c1	-1.6
CCN(CC)C(=O)c1cc(-c2ccccc2)on1	0.2
COc1ccccc1/C=C1\C(=O)NN(c2cccc(Cl)c2)C1=O	5.6
c1ccc(-c2csnn2)c(OCCOCCOc2ccccc2-c2csnn2)c1	4.6
c1ccc(CCCC2CN(C3CCC3)CCO2)cc1 (stereo not given)	1.2
COc1ccccc1N1CCN(CCCNC(=O)C2CCCN2Cc2ccccc2)CC1 (stereo not given)	-1.6
CC(C)OC(=O)c1ccc(-c2nc3cc(Cl)c(F)cc3[nH]2)cc1	6.7
CCOC(=O)c1nn(-c2cccc(Cl)c2)c2nc(-c3ccccc3)c(C#N)c(=O)n12	-2.0
C/C(=N\n1nnnc1Nc1ccccc1)c1cccs1	-1.8
O=C(CSc1nc2sc3c(c2c(=O)n1Cc1ccccc1)CCC3)c1ccc(Br)cc1	-2.5
CS(=O)(=O)N1CCN(C(=O)c2cc(Cl)cc(Cl)c2)CC1	7.0
COc1ccc(/C=C2/SC(=Nc3ccccc3)NC2=O)cc1OCc1ccc(Cl)cc1Cl	-5.7
COc1cc(C(=O)N2c3ccccc3N=C3CC(c4ccc(Cl)cc4)CC(=O)C3C2c2ccc(F)cc2)cc(OC)c1OC (stereo not given)	6.2
COc1ccc(Cl)cc1NC(=O)c1cc2c(=O)n3ccccc3nc2s1	-7.6
COC(=O)/C=C/C(=O)Nc1cccnc1	2.2
COc1cc(C)c(S(=O)(=O)NC(C)(C)CC(C)(C)C)cc1C	0.9
O=c1nc(-c2ccccc2)cc(-c2ccccc2)n1-c1ccccc1	1.2
CCC(COC)NC1CCN(c2ccc(C(=O)NCc3ccc4c(c3)OCO4)cc2)CC1 (stereo not given)	6.1
Cc1ccc(N=Cc2cc([N+](=O)[O-])cc(C)c2O)c(O)c1	7.5
CCOC(=O)[C@]12C(=C(c3ccccc3)OC3C=CCCC31)C(=O)C(=O)N2c1ccccc1 (stereo not given in full)	-7.3
C=CCOC(=O)C1CS(=O)(=O)C2CCCCC12 (stereo not given)	-6.0
CC(=O)c1ccc(NC(=O)CSc2ccc3nnc(CCNS(=O)(=O)c4ccc(C)cc4)n3n2)cc1	-2.5
Cc1ccc(NC(=O)CN2CCOCC2)cc1Cl	1.1
CCOC(=O)N1CCN(C(=O)c2cccc(OC(F)(F)C(F)F)c2)CC1	-10.5
COC(=O)c1ccccc1NC(=O)c1ccc2nc(CCc3ccccc3)oc2c1	-0.6
O=C(CSc1nc2ccc(Nc3nc(N4CCCC4)nc(N4CCCC4)n3)cc2s1)NCCOc1ccccc1	-8.9
N#CC1(S(=O)(=O)c2ccccc2)CCCCC1	-0.1
CC(C)(C)c1ccc(OCc2nnc(SCC(=O)NCC(=O)c3ccccc3)n2-c2ccccc2)cc1	10.4
COc1ccc([C@@H]2C[C@H]3CN(C4CCCC4)C(=O)[C@]34CCCN24)c(OC)c1C	-0.1
COc1ccc(-c2nnc(SCC(=O)Nc3ccccc3OC)nc2-c2ccc(OC)cc2)cc1	-9.3
Cc1cc(-c2ccccc2)nc2oc3c(=O)n(C)cnc3c12	-2.3
CCCCCCCc1nc2sc3c(c2c(=O)n1N)CC(C)(C)OC3	4.9
COc1ccc(-n2c(SCC(=O)NCc3ccc(F)cc3)nc3c([nH]c4ccccc43)c2=O)cc1	-1.7
CCCCc1nnc(NC(=O)COc2ccc(C(C)(C)C)cc2)s1	6.2
Cc1cc(C)nc(N=C(N)Nc2ccc(Cl)cc2Cl)n1	-0.2
Cc1cc(=O)n(CC(=O)NC(C)c2ccccc2)c2c1c(C)nn2-c1cccc(F)c1 (stereo not given)	-0.3
CCCNC(=O)c1ccccc1N1CCN(CCCCN2C(=O)C3CCCCN3C2=O)CC1 (stereo not given)	13.2
COc1ccc(C(=O)NCCn2cc(SCC(=O)Nc3ccc4c(c3)OCCO4)c3ccccc32)cc1	-12.3
COc1ccc(OC)c(CCNc2nccn(-c3ccc(C)c(C)c3)c2=O)c1	3.0
COc1ccc(NC(=O)CSc2nc(-c3cccs3)cc(C(F)(F)F)c2C#N)cc1	-11.0&3.7
O=C1C2C3C=CC(C4CC34)C2C(=O)N1CCc1ccccc1 (stereo not given)	-3.3
CCOC(=O)c1c(NC(C)=O)c2c3c(sc2n1Cc1nc(-c2cccc(Cl)c2)oc1C)CCCC3	-0.4
O=C(CSc1nc2ccccc2s1)N/N=C/c1c(OCc2ccccc2)ccc2ccccc12	11.8
CCCOC(=O)c1c(-c2ccc(F)cc2)csc1N	1.6
CCN1CCN(CC(=O)N2CCCC(N3CCN(c4cccc(Cl)c4)CC3)C2)CC1 (stereo not given)	-2.1
Cc1ccc(Nc2c(-c3ccc(N4CCOCC4)cc3)nc3ncccn23)cc1C	3.4
CC[n+]1cccnc1OC(C)C	6.2
CCc1ccc(CNC(=O)CSc2c3c(nc4ccc(Cl)cc24)CCCC3)cc1	-1.9
Later entries
SMILES	RBX1-CUL1 inh
Brc1cccc(Oc2ccccc2)n1	-10.9
Cc1c(/C=C2/SC(=O)N(C(C)C)C2=O)c2ccccc2n1Cc1ccccc1C#N	-1.0
Cc1ccc(-n2c3nc(=O)[nH]c(=O)c-3cc3c(C)nn(-c4ccccc4)c32)cc1C	-1.5
COc1ccc(C(=O)Nc2ccc(-c3n[nH]c(=S)o3)cc2)cc1	3.6
CCCCCCN1C(=O)NC(=O)/C(=C\c2ccc3c(c2)OCO3)C1=O	7.0
Cc1ccc(-c2nnc(Nc3ccc(OC(F)(F)Cl)cc3)c3ccccc23)cc1	-2.8
COc1cc(OC)cc(-n2c(=O)c3sccc3n(Cc3c(C)cc(C)cc3C)c2=O)c1	-2.8
Cc1ccc(N=C2N=C(N/N=C/c3ccccc3O)SC2=Nc2ccc(C)cc2)cc1	-4.2
O=C(Nc1ccc2oc(-c3cccnc3)nc2c1)c1ccc(-c2ccccc2)o1	3.9
Brc1ccc2[nH]cc(-c3nnc4ccc5ccccc5n34)c2c1	6.2
Cc1cc(NC(=S)NC(=O)CC(C)C)ccc1Br	-0.3
COc1ccc2c(c1)sc1nc(=O)c3cccnc3n12	3.8
CC(C)CC(=O)Nc1ccc(NC(=O)CC(C)C)c(Cl)c1	-6.3
CCOC(=O)C1C(=O)/C(=C\N2CCCCC2)N=C1C (stereo not given)	0.3
O=S(=O)(Nc1c(F)cccc1F)c1ccc2c(c1)OCCO2	-2.0
CC(=O)Nc1ccc(/C=N/NC(=O)CO)cc1	2.1
COc1ccccc1Oc1ncccc1CNCc1ccccn1	3.4
O=C(O)CCN1C(=O)C2CCCCC2C1=O (stereo not given)	-4.0
Cc1nnc(N2CCC(C(=O)Nc3ccc(F)cc3)CC2)c2nn(-c3ccc(Cl)cc3)c(C)c12	6.0
O=c1oc(-c2ccccc2Br)nc2c(Cl)cccc12	10.0
CC(C)(C)C1=C(Cl)C(=O)C(Cl)(c2ccccc2)C(=O)N1c1ccc(F)cc1 (stereo not given)	0.9
COc1ccc(-c2[nH]c(-c3ccc(C)cc3)nc2SCC(=O)NCC2CCCO2)cc1 (stereo not given)	-8.7
CCOC(=O)C1C(=O)/C(=C/c2ccc(OCC(=O)OC)c(OC)c2)SC1=Nc1ccc(C)cc1 (stereo not given)	-1.0
CCOC(=O)c1nnc2c(-c3ccc(F)cc3)c(C)nn2c1N	-8.0&-2.1
CC(C)c1ccc(S(=O)(=O)Nc2ccc(O)c(Sc3nc4ccccc4s3)c2)cc1	4.4
CC(=O)OCc1ccccc1NC(=S)c1ccc(C)cc1	18.0
Fc1ccc(-c2sc(Nc3ccc(Br)cc3)nc2C(F)(F)F)cc1	12.7
Cc1ccc(S(=O)(=O)Nc2c(C)cc(C)cc2Cl)cc1	-0.2
Cc1ccc(C(=O)Nc2ccc(-c3cn4ccsc4n3)cc2)cc1	1.2
CC1C(=NC(=O)CCC(=O)N(C)CCO)C(=O)N(c2ccccc2)N1C (stereo not given)	9.9
COc1nc(C(F)(F)F)cc(C)c1C#N	12.1
COCc1ccc(C(=O)NCc2c(C)ncc3c2CCN(C(=O)c2cccc(OC)c2OC)C3)o1	-4.4
CC1=NN(c2ccc(F)cc2)C(=O)C1C(c1ccc([N+](=O)[O-])cc1)c1c(C)[nH]n(-c2ccc(F)cc2)c1=O (stereo not given)	-18.4
CC1(C)COc2ccc(Cl)cc2C1=O	1.0
COc1ccc(C(=O)N2CCCC2)c(OC2CCN(CC3CCCC3)CC2)c1	1.2
CC1(C)CC(=O)C2=C(C1)OC1=NNC(=O)C1C2c1cccs1 (stereo not given)	-7.1
CCOCCn1c(=O)c2c(nc3n2CCCN3c2ccc(C)cc2)n(C)c1=O	4.5

Source: PubChem BioAssay (Icahn School of Medicine at Mount Sinai)
